Screens (PubChem BioAssay)
SIAE inh: human SIAE inhibition, primary screen; inhibition, % at 9.66 µM; 370,000 compounds, 0.69% hits; SIAE FP-Rh probe binding, fluorescence polarization; Q9HAT2;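 active means inhibition above a cutoff: mean of compounds within the control limits plus 3 SD of those, cut at about 17% in these data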;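 further: 0% = plate median of compound wells and 100% = probe without SIAE protein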
PRMT1 FP inh: blocks human protein arginine methyltransferase 1 | Q99873 | recombinant PRMT1, activity-based probe fluorescence polarization | inhibition, % at 2.79 µM | 370,000 compounds, 1.3% hits;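 active means inhibition above about 21% made by adding two undisclosed values, limit read from the data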
Target sequence (Q99873 whole entry, looked up): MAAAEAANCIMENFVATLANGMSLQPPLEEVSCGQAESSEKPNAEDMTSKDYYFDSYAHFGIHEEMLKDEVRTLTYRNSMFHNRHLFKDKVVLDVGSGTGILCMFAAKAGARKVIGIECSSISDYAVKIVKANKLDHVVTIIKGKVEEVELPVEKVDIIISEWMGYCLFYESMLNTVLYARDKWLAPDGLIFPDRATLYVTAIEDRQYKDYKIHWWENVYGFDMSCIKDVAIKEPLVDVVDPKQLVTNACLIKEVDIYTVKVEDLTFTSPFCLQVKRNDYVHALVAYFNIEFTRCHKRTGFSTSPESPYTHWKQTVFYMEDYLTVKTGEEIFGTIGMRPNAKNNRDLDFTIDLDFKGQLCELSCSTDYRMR
TDP2 inh: blocks human TDP2 phosphodiesterase activity. O95551. recombinant TDP2, T5PNP hydrolysis, p-nitrophenol absorbance 415 nm. inhibition, % at 12.8 µM. 370,000 compounds, 0.34% hits. AID 720702;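 active means inhibition above the mean of all tested compounds plus 3 SD, set per campaign, cut at about 25% in these data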;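 further: 0% = DMSO with enzyme and 100% = buffer with substrate but no TDP2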
Target sequence (O95551 whole entry, looked up): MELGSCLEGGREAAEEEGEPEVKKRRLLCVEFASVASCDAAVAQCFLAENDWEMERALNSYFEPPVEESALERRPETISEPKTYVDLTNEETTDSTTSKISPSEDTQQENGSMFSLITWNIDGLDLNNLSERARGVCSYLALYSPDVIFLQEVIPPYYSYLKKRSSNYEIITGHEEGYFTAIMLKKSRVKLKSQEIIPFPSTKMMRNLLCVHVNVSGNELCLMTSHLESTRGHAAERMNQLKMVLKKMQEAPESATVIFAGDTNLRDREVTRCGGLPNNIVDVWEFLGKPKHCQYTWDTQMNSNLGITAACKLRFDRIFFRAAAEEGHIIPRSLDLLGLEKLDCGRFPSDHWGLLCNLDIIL
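Material: recombinant human TDP2; quantity: TDP2 enzyme at 120 nM final; medium: Tris-HCl pH 7.5 with MgCl2; compound: single concentration, 12.8 µM nominal, with 1% DMSO; incubation: 2 h enzyme incubation at 37 °C; signal: epi absorbance; measure: percent inhibition; benchmarks: high control without enzyme, low control DMSO plus TDP2; repeats: singlicate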
HTRA1 inhibitor: blocks human HTRA1 serine peptidase; Q92743; inhibition, % at 5.96 µM; 340,000 compounds, 0.5% hits; recombinant HTRA1, FP-rhodamine activity-based probe, fluorescence polarization; in the data active means inhibition above about 36%;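 further: 0% = enzyme with DMSO and 100% = wells lacking enzyme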
Tn7 DDE FP: DD(E)-Tn7 binding inhibition, primary FP screen; P02675; FP displacement of FITC-Tn7 peptide from fibrin DD(E); 0% = median of compound wells per plate; inhibition, % at 8.3 µM; 370,000 compounds, 0.13% hits;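 active means inhibition above the mean of compounds falling within the control limits plus 3 SD of them, cut at about 14% in these data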;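 further: 0% = plate median of compound wells and 100% = 10 µM Aha-Tn7 peptide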
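Test system: human clot-derived fibrin DD(E) complex / Quantity: 2 µM final DD(E) protein / Incubation: 10 min plus 3 h, room temperature / Measured by: fluorescence polarization / Benchmarks: high control of 10 µM Aha-Tn7 peptide / Replicates: singlicate testing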
TCR CD3 inh: blocks the human TCR-CD3 interaction; TAMRA-labeled TCR probe fluorescence, biochemical; inhibition, % at 9.4 µM; 360,000 compounds, 0.37% hits; in the data active means inhibition above about 19%;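 further: recombinant mutant TCR 2C K166C tagged with TAMRA read by polarization; 0% = receptor in buffer alone and 100% = receptor with positive control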
PG9 Ab binder: small molecules binding HIV-1 gp120 antibody PG9. TR-FRET gp120-PG9 antibody binding. inhibition, % at 6.7 µM. 360,000 compounds, 0.43% hits; in the data active means inhibition above about 8.5%
mABHD4 FP: inhibits mouse alpha/beta hydrolase domain 4; inhibition, % at 8.92 µM; Q8VD66; 370,000 compounds, 0.54% hits; purified mABHD4, FP-Rh probe fluorescence polarization; AID 720543;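 active means inhibition exceeding the mean over every tested compound plus 3 SD, cut at about 30% in these data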;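 further: 0% = plate median of compound wells and 100% = S159A mutant with DMSO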
Target sequence (Q8VD66 whole entry, looked up, the tested form may be a part): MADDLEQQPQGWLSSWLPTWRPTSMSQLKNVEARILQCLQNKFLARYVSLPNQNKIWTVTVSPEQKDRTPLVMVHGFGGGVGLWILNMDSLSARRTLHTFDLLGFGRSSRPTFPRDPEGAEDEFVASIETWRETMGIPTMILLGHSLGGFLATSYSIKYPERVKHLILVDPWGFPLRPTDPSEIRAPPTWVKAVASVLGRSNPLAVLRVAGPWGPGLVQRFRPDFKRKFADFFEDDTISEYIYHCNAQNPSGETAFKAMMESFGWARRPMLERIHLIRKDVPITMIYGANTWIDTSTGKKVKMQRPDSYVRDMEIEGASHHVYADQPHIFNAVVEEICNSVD
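Test system: mouse ABHD4 enzyme, wild type. Reagent: FP-Rh fluorescent activity-based probe, added after compound pre-incubation. Timing: pre-incubation 45 min, probe exposure 60 min, at 25 °C. Technique: FP readout, ex 525 nm / em 598 nm. Benchmarks: high control S159A mutant with DMSO, low control median of compound wells.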
LEDGF integ inh: blocks HIV-1 LEDGF/p75-dependent DNA integration. TR-FRET IN-LEDGF/p75 DNA integration, Eu/Cy5. inhibition, % at 3.7 µM. 370,000 compounds, 0.64% hits. AID 743269;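 active means inhibition above the screen-wide mean plus 3 SD, cut at about 13% in these data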;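 further: signal is the Cy5 over europium emission ratio at 671 and 618 nm; 0% = plate median of compound wells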
UHRF1 MBD2 ctr: human UHRF1 methylated DNA binding inhibitors; Q96T88; UHRF1 binding to methylated oligo, TR-FRET; inhibition, % at 4.4 µM; 370,000 compounds, 0.75% hits; AID 687016; in the data active means inhibition above about 21%;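 further: UHRF1 SRA domain binding a hemimethylated CpG hairpin DNA probe; 0% = median of test compound wells and 100% = reference inhibitor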
Numbers without * were called inactive; . = no result given.

SMILES	SIAE inh	PRMT1 FP inh	TDP2 inh	HTRA1 inhibitor	Tn7 DDE FP	TCR CD3 inh	PG9 Ab binder	mABHD4 FP	LEDGF integ inh	UHRF1 MBD2 ctr
Fc1ccccc1-c1cc2ccccc2cn1	-2.1	-0.1	-8.2	-5.1	-4.2	-6.2	0.0	1.0	-1.2	9.5
CC(N=Cc1cc([N+](=O)[O-])ccc1O)c1ccccc1 (stereo not given)	7.1	-0.3	-7.5	1.5	0.4	-1.1	-5.1	7.1	2.1	0.3
Cc1ccc(S(=O)(=O)N[C@@H](CC(C)C)C(=O)NCc2ccco2)cc1	-9.3	-3.8	5.6	10.1	5.8	2.6	-0.8	-1.8	0.2	-3.8
CCN1CCN(c2ccc(S(=O)(=O)N3CCOCC3)cc2NC(=O)c2ccc(F)cc2Cl)CC1	-1.8	0.1	1.9	-2.8	5.3	-5.1	-0.7	1.6	-2.0	-1.1
CC1CCC(C(C)C)C(OC(=O)C[n+]2cccc(C(N)=O)c2)C1 (stereo not given)	4.0	0.8	-5.9	3.0	0.5	-6.0	1.1	-0.9	2.5	1.7
O=C(NCC(=O)N1CCN(C(=O)c2ccco2)CC1)c1ccc(Br)cc1	3.5	-6.5	25.2*	11.4	-7.4	6.3	-0.4	3.6	3.1	-0.2
O=C(c1cc2ccccc2o1)N1CCN(Cc2nc3ccccc3s2)CC1	0.8	5.0	7.4	1.5	-6.4	-2.8	1.4	1.2	-3.3	1.6
CN(C)c1ccc(N2C(=NC(=O)CC3CCCCC3)SC3CS(=O)(=O)CC32)cc1 (stereo not given)	2.6	3.9	-2.7	3.5	-0.5	-4.8	-1.1	6.0	-0.2	15.6
CCN(C(=O)Cn1c([N+](=O)[O-])cnc1C)c1ccccc1	3.0	0.6	-16.1	1.8	-3.5	-10.6	1.1	-5.5	-0.4	2.5
CC(C)(Oc1ccc(Cl)cc1)C(=O)Nc1ccc2oc(=O)ccc2c1	-2.5	0.7	7.1	-7.6	-7.5	13.2	-0.2	3.2	4.2	0.6
CCc1nnc(NC(=O)CSc2ccc(-c3ccc(-n4cccn4)cc3)nn2)s1	-6.4	-0.9	-3.1	-9.8	2.3	0.4	1.1	-0.4	2.4	1.0
COCCN(C(=O)COC(=O)C1CCC(C(C)(C)C)CC1)c1c(N)n(Cc2ccccc2)c(=O)[nH]c1=O (stereo not given)	-7.3	-6.8	-18.4	-5.5	5.6	-2.4	-2.1	-6.0	0.1	4.0
O=C(NCCCN1CCOCC1)c1ccc([N+](=O)[O-])cc1[N+](=O)[O-]	1.1	-1.1	-6.2	-5.8	-3.2	2.5	-2.5	5.0	3.5	-0.5
O=c1c2ccccc2[nH]c(=S)n1Cc1cccs1	-1.4	-1.6	-10.5	-7.5	1.1	7.4	-0.8	0.1	-0.1	3.3
Cc1cc(C)c(C(N)=O)c(SCC(=O)c2cc(C)n(-c3cc(C)on3)c2C)n1	4.1	0.7	0.1	3.4	3.0	-3.8	0.2	0.0	1.0	-0.2
CC(CCc1ccccc1)NC(=O)C(C)OC(=O)c1ccco1 (stereo not given)	-1.9	2.3	-3.6	3.5	-2.5	1.2	-0.3	7.5	4.2	0.4
COc1cc2c(cc1OC)C1CC(=O)C(CC(C)C)CN1CC2 (stereo not given)	9.0	-1.0	6.7	-1.9	-0.6	4.8	-2.0	7.9	0.8	-0.9
Cc1cc(C)c2c(CN3CCC(C)CC3)cc(=O)oc2c1C	7.2	-1.1	13.2	-7.3	-4.1	3.5	-1.2	0.1	0.3	-1.4
COc1ccc(C(CNC(=O)c2oc3c(Cl)cccc3c2C)N2CCCC2)cc1 (stereo not given)	-5.1	-2.8	5.2	-45.4	-9.4	1.7	-1.6	-0.5	2.9	-3.7
CNS(=O)(=O)c1ccc2ccccc2c1	-2.1	2.5	-10.2	1.0	4.8	-4.3	0.6	17.1	-3.4	2.2
CCC(CC)NC(=O)O[C@H]1CC[C@@]23CCCN2C(=O)CCC[C@H]3[C@H]1C	-4.3	-0.6	11.8	.	-6.0	.	.	5.6	3.0	0.7
NS(=O)(=O)c1ccc(N/N=C/C=C/c2ccccc2[N+](=O)[O-])cc1	23.9*	-2.2	-6.6	8.0	-0.1	1.5	-4.1	3.3	7.7	-3.0
O=C(O)CCC(=O)OCCc1cc2ccccc2c(=O)o1	3.5	-5.8	11.5	-3.9	1.1	4.2	0.6	-1.0	3.3	-0.7
CCN(C(=O)Cc1c(C(=O)O)n(C)c2ccccc12)c1cccc(C)c1	-10.8	1.5	-4.2	-12.4	-1.2	5.4	-0.5	4.7	-1.3	0.6
O=C(CCCN1C(=O)/C(=C/c2ccccc2)SC1=S)Nc1ccc(C(=O)O)c(O)c1	-10.1	-0.9	0.5	-15.7	-1.8	7.1	-0.1	-19.4	2.4	0.2
CC(=O)c1cccc(-c2ccnc3c2CC(C(=O)Nc2ccc4c(c2)OCO4)O3)c1 (stereo not given)	-0.1	-5.9	-5.4	.	-4.7	2.2	-0.3	-1.5	5.2	-2.9
O=C(O)c1c2c(nc3ccc(S(=O)(=O)N4CCC(C(=O)NC5CCCC5)CC4)cc13)CCCCC2	7.8	2.4	3.3	1.9	1.9	-5.3	-0.7	3.2	0.6	1.9
COc1ccccc1OC(C)C(=O)O (stereo not given)	-8.1	-2.1	-6.6	-2.6	6.0	3.9	-3.7	8.0	-3.6	-2.2
CN(C)c1ccc(CNC(=O)C2CCN(S(=O)(=O)c3ccc4c(c3)CCCC(=O)N4)CC2)cc1	8.6	1.7	-6.0	5.9	1.1	2.9	-1.9	6.6	-3.4	-1.8
CCCCC1(CC(=O)OCC)C(=O)N(c2ccccc2)N(c2ccccc2)C1=O	0.3	1.5	5.8	1.9	-3.0	-4.8	0.9	1.5	-2.8	2.8
O=C(CN1C(=O)C2CC=CCC2C1=O)NC1=NCCS1 (stereo not given)	4.6	1.6	2.3	6.7	2.2	-0.9	-1.3	-6.1	1.0	4.0
O=C(O)c1ccc(Nc2nc(-c3ccccc3)c3ccccc3n2)cc1	-11.6	3.5	3.7	-6.6	-5.2	-1.7	2.3	-21.7	0.9	2.4
COc1cccc(-c2ccc3c(c2)N(Cc2ccc(F)cc2)C(=O)C(C)S3)c1 (stereo not given)	-4.2	-2.5	-8.8	.	-8.0	0.1	-0.8	-11.4	1.2	1.8
O=C(CSc1ccc2nnc(CCNC(=O)c3ccccc3)n2n1)NCCc1ccccc1	-7.2	-3.9	0.5	0.9	0.5	7.4	-2.0	-6.8	4.8	-1.7
CC(=O)Nc1cc(C(F)(F)F)ccc1OCCOc1ccccc1	1.4	-2.4	-2.2	-13.0	-1.4	1.0	-2.6	-5.0	-0.1	4.9
CC(C)CNC(=O)c1ccccc1NC(=O)CN(c1ccccc1)S(=O)(=O)N(C)C	0.2	-0.7	15.2	-9.5	8.0	-5.5	-0.3	-7.8	1.0	-1.8

2 entries from above, comma-delimited:
structure,SIAE inh,PRMT1 FP inh,TDP2 inh,HTRA1 inhibitor,Tn7 DDE FP,TCR CD3 inh,PG9 Ab binder,mABHD4 FP,LEDGF integ inh,UHRF1 MBD2 ctr
COc1ccccc1OC(C)C(=O)O (stereo not given),-8.1,-2.1,-6.6,-2.6,6.0,3.9,-3.7,8.0,-3.6,-2.2
CCN1CCN(c2ccc(S(=O)(=O)N3CCOCC3)cc2NC(=O)c2ccc(F)cc2Cl)CC1,-1.8,0.1,1.9,-2.8,5.3,-5.1,-0.7,1.6,-2.0,-1.1

(listing goes on)
SMILES	SIAE inh	PRMT1 FP inh	TDP2 inh	HTRA1 inhibitor	Tn7 DDE FP	TCR CD3 inh	PG9 Ab binder	mABHD4 FP	LEDGF integ inh	UHRF1 MBD2 ctr
C=C(C)n1c(=O)n(Cc2ccc(C)cc2)c2ccccc21	0.3	-6.0	-12.2	-8.9	-4.5	1.7	1.1	1.6	-2.2	1.8
Cc1ccc(SCc2cc(=O)[nH]c(N3CCCCC3)n2)cc1	-4.3	4.1	3.5	-2.8	6.0	-6.0	2.7	1.2	-0.6	3.7
C[C@H](CO)N1C[C@H](C)[C@@H](CN(C)C(=O)OCc2ccccc2)OCc2cn(nn2)CCCC1=O	-8.3	-7.1	-10.2	-3.0	-2.0	6.1	1.0	-7.5	3.2	1.3
O=C(CCC1CCCC1)N1CCN(C(=O)c2cccnc2)CC1	7.8	-3.3	11.6	3.2	-1.2	12.5	-0.5	-0.6	-0.7	-0.7
O=C(NN=C1CCCCCCCCCCC1)c1cccc(S(=O)(=O)N2CCOCC2)c1	0.8	-2.3	1.2	7.8	3.4	4.2	-0.7	2.8	2.6	1.6
O=C(CN1CCN(C(c2ccccc2)c2ccccc2)CC1)NCc1ccccc1	-1.3	-0.5	0.0	-12.9	1.6	2.0	0.1	-2.4	-3.2	-1.3
O=C(c1ccc(OC2CCN(C(=O)C3CC3)CC2)cc1)N(CCO)Cc1ccccc1	-6.2	-2.9	9.3	-1.4	-7.4	6.4	-0.7	4.1	1.2	0.1
CCN(CC)C(=O)C1=C(C)N(CCCOC)C(=O)C(CC(=O)NCCCN(C)C)C1 (stereo not given)	4.4	-3.3	3.7	7.1	3.1	5.7	0.6	-1.6	-3.6	-0.5
O=C(NNC(=S)NCC1CCCO1)c1cc(Br)ccc1Cl (stereo not given)	3.2	-0.3	9.2	3.6	1.0	-5.3	-2.4	4.7	0.5	0.4
O=C(N/N=C/c1ccccc1OCc1ccccc1)c1cccnc1	-1.6	-0.9	-5.9	-3.2	-3.6	-1.7	-2.2	-13.5	1.2	0.2
CCOC(=O)N1CCc2c(sc(NC(=O)CN3CCN(C)CC3)c2C(=O)Nc2ccccc2)C1	3.4	-2.3	-2.6	-7.5	-2.6	2.3	-0.6	1.2	-2.7	0.5
CCC(=O)Nc1ccc(N2CCN(C(=O)c3cccs3)CC2)cc1	0.7	-0.9	-6.5	5.4	-3.9	3.2	-2.7	-1.0	-1.1	0.5
O=C(CN(Cc1ccc2c(c1)OCO2)C(=O)c1cnsn1)NC1CCCC1	-8.5	-1.0	0.8	1.4	4.3	-1.3	1.8	2.0	0.6	-0.7
O=C(CCc1nc2ccccc2c(=O)[nH]1)Nc1cc(Cl)ccc1N1CCCCC1	-7.0	1.9	3.2	-49.5	4.4	-8.0	1.8	-13.3	-1.4	-2.4
O=C(Nc1ccc(N2CCOCC2)c(Cl)c1)c1ccco1	-11.7	2.0	-10.1	3.2	3.0	-5.4	1.0	-3.4	-4.2	0.2
Cc1ccc(S(=O)(=O)NCC(=O)N2CCc3ccccc3C2)cc1	2.2	-3.5	4.1	1.2	-4.5	-8.0	0.9	4.5	-5.1	-0.6
COC(=O)CCC(=O)Nc1cccc(Cl)c1	5.5	2.5	-3.3	1.0	1.9	-3.2	-2.0	-2.4	3.4	2.9
